Abeta rescue = A-beta toxicity reversal in yeast; yeast expressing A-beta42, growth rescue, OD600, 48 h; response scale: 0% DMSO, 100% iron-clioquinol control; Potency, µM (titrated, usually from 46.1 µM), inactives show at the top dose growth rescue, usual class: activators; hit rate 0.063% among 410,000; AID 1347071; note: potency is the fitted concentration of half-maximal effect; nearly all actives have a fitted effect of over 55% in size
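Yeast growth medium received pinned compounds, then yeast cells expressing toxic A-beta were added; plates incubated at 30 C for 48 hr. Growth read as absorbance at 600 nm, normalized to DMSO and equimolar FeCl3 plus clioquinol controls.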
WRN inhibitor = blocks human WRN helicase | hit rate 0.46% among 360,000 | WRN helicase unwinding, fluorescent forked duplex, kinetic | Potency, µM (doses to about 114 µM), inactives show top-dose activity change, negative = inhibition, hits mostly inhibitors | Q14191; note: potency is the fitted concentration of half-maximal effect; % is set by controls: 0 for no effect and ±100 for the full control effect; nearly all actives have a fitted effect of over 55% in size
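Enzyme (20 nM final) and test compound sit together 15 min at room temperature before substrate addition. Substrate is a single-forked duplex oligonucleotide (100 nM) labelled with fluorophore and quencher, with 2 mM ATP; helicase unwinding raises red fluorescence, read kinetically.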
FUS suppressor = suppressors of FUS proteinopathy in yeast. Potency, µM (doses to about 76.6 µM), for the others: at the top dose growth rescue (activation), hits mostly activators. hit rate 0.24% among 390,000. S. cerevisiae FUS-expressing, growth rescue, OD600, 24 h;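 note: potency is the fitted concentration of half-maximal effect; plate controls were DMSO vehicle for no effect and reference control for full effect; nearly all actives have a fitted effect of over 55% in size; some results filed as inactive show a strong effect at the top dose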
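FUS-expressing yeast, raffinose-pregrown, induced in 2% galactose minimal medium at OD 0.005; compounds in a dilution series, 24hr at 30C. Growth restoration read as absorbance at 600 nm. CP55940 positive control, DMSO negative.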
PLK1 PBD inh = inhibitors of human PLK1 polo-box domain binding | P53350 | Plk1 PBD binding of FITC phosphopeptide, fluorescence polarization | Potency, µM, for the others: max response, negative = inhibition, usual class: inhibitors | hit rate 2.8% among 360,000; note: potency is the fitted concentration of half-maximal effect; series mostly up to about 57 µM; % is set by controls: 0 for no effect and ±100 for the full control effect; nearly all actives have a fitted effect of over 65% in size
Target sequence (P53350 whole entry, looked up, the tested form may be a part): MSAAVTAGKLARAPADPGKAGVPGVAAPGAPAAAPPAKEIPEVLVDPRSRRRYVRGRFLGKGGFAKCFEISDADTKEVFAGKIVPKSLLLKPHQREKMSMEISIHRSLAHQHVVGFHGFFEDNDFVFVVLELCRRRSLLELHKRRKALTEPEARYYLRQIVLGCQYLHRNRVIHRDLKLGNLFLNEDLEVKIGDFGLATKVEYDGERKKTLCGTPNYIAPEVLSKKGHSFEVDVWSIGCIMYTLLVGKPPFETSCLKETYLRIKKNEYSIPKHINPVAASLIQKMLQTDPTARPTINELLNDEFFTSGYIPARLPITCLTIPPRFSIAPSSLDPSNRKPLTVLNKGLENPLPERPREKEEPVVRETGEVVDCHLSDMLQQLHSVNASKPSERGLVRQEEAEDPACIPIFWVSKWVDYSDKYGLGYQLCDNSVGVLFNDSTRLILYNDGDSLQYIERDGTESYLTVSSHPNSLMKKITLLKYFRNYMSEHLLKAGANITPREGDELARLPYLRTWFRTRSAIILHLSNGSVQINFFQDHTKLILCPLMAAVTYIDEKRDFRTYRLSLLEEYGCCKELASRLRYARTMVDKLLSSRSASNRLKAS
PI5P4Ka inh = blocks human PI5P4K alpha kinase activity; P48426; PI5P4Kalpha enzyme, ADP-Glo luminescence, 60 min; active compounds read low; max response, %; hit rate 1.2% among 330,000; active = max response of -50% or lower; inconclusive = between -30% and -50%; inactive = -30% or higher; note: value at the top dose of about 77 µM; % is set by controls: 0 for no effect and ±100 for the full control effect
Target sequence (P48426 whole entry, looked up): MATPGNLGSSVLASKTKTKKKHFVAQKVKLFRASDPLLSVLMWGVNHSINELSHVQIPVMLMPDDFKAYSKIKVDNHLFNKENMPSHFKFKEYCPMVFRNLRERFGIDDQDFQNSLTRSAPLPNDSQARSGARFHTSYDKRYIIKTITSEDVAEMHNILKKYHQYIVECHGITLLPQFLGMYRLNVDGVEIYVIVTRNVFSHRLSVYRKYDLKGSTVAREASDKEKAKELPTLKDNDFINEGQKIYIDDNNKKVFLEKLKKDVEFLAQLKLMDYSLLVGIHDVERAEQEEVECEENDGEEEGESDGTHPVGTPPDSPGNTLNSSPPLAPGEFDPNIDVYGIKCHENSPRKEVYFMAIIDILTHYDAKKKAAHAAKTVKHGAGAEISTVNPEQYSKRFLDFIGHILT
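Luminescence from ADP-Glo served as readout of PI5P4Kalpha activity in a qHTS format. Reaction: enzyme, substrate, compound, ATP at 5 microM final, 60 min at RT.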
EPAC1 ag = activates human EPAC1 exchange factor | hit rate 0.073% among 360,000 | AID 720707 | Potency, µM (doses to about 154 µM), without a hit: top-dose activation, usual class: activators | O95398 | EPAC1 agonist qHTS, biochemical assay; response scale: 100% = response to 6.5 mM cAMP; note: potency is the fitted concentration of half-maximal effect; nearly all actives have a fitted effect of over 60% in size
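Compounds were pinned as a concentration titration into mixtures of EPAC1 (100 nM), BODIPY-GDP-loaded Rap1B (250 nM) and GDP (50 uM). After 5 min at room temperature, fluorescence was followed for 30 min; activity was scaled to 6.5 mM cAMP.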
EPAC1 antag = antagonists of human EPAC1. EPAC1 GEF assay, Rap1b-BODIPY-GDP exchange fluorescence. O95398. AID 720709. Potency, µM (highest dose often 115 µM), inactives show top-dose activity change, negative = inhibition, hits mostly inhibitors. hit rate 0.14% among 360,000;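 note: potency is the fitted concentration of half-maximal effect; plate controls were vehicle for no effect and positive control for full effect; nearly all actives have a fitted effect of over 50% in size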
IL-2 act = activates IL-2 in a cell-based reporter assay | hit rate 0.065% among 360,000 | IL-2 activation reporter assay, cell-based qHTS; stimulated with anti-CD3/CD4/CD28 beads; in transgenic mouse T cells | activation, % (series mostly up to about 46 µM); in the data active = activation above about 50%; inconclusive = mostly about 30% to 49%; note: 0% is about no effect
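Using fluorescent plate cytometry, EGFP and DsRed are detected in transgenic mouse T cells stimulated 18 h at 37 degrees C with antibody-coated beads after 60 min compound pretreatment.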
Active calls of the source: *; ? = inconclusive; . = not tested or not shown; & = joins results of further samples; [ ] = remark or other dose. Unless noted, calls come from the whole dose curve; as a rule, active = well fitted curve in the direction sought with a large enough effect; inconclusive = small, poorly fitted or top-dose-only effect, or another doubt; inactive = no such curve, though single readings can be large; an effect the other way counts as inactive or inconclusive. Rows were taken by chance; any-hit rate near 4.1%.

SMILES	Abeta rescue	WRN inhibitor	FUS suppressor	PLK1 PBD inh	PI5P4Ka inh	EPAC1 ag	EPAC1 antag	IL-2 act
C=CCn1c(SCc2n[nH]c(=S)n2-c2ccccc2)nnc1-c1ccccc1	-2%	-9%	25%	2%	6	5%	-8%	0.1
CC(=O)Nc1ccc2c(c1)OCO2	4%	1%	-10%	-12%	0	4%	4%	-2.4
CCC(CC)c1nnc(NC(=O)C2=NNC(=O)CC2)s1	-3%	11%	0%	3%	-2	6%	-16%	1.0
COc1ccc(N2CCN(C(=O)CCc3nnc4ccc(N5CCC(C)CC5)nn34)CC2)cc1	.	2%	?	0%	1	-6%	-3%	0.6
CC(Oc1cc2oc(=O)c3c(c2cc1Cl)CCCC3)C(=O)NCCN1CCOCC1 (centres undefined)	-2%	8%	-8%	24µM*	-15	-15%	-17%	-4.3
CC(=O)Cc1nsc(NC(=O)c2ccc(-c3ccc(Cl)cc3Cl)o2)n1	1%	-1%	12%	-25%	3	-6%	-12%	-1.8
CCCCCCn1c(=O)c(-c2ccccc2)c(O)c2ccccc21	-3%[9.22 µM]	-18%	8%	-6%	2	-1%	-1%	-2.0
Oc1ccc(/C=N/Nc2ccc(Cl)nn2)c(O)c1O	-23%	?	-10%	17µM*	-71*	11%	?	1.8
O=S(=O)(c1cccc2cccnc12)N1CCOCC1	23%	0%	12%	-1%	.	20%	0%	3.1
Cc1cccc(C)c1-n1nnnc1C1c2ccccc2C(=O)N1CCC(C)C (centres undefined)	14%	-3%	14%	-6%	2	-1%	-1%	-0.4
CC(=O)c1cc(-c2ccccc2)n(CC(=O)NC2CCCCC2)c1C	-7%&-18%	-10%	-13%&8%	-12%	-2	2%	12%	1.0
CCNC(=O)C1(C)CCN(C(=O)c2ccccc2OC)C1 (centres undefined)	-5%	3%	-12%	-11%	0	-4%	28%	-0.2
CCCC(CCC)=NNC(=O)c1ccccc1F	-10%	-5%	15%	-22%	7	-5%	-9%	-0.2
O=C(CSc1cc(Cl)ccc1Cl)NCCCn1ccnc1	12%	-4%	-9%	-6%	4	5%	10%	0.5
CC(C)(C)NC(=O)NC(=O)COC(=O)C1CC(=O)N(Cc2ccccc2)C1 (centres undefined)	-6%	4%	34%	-2%	-3	-9%	-12%	-0.7
CC(C)(C)Cc1nnc(NC(=O)c2ccc([N+](=O)[O-])cc2)s1	6%	-31%[57.1 µM]	-5%	-2%	-8	-1%	-11%	0.8
C[C@@H](C(=O)NCCc1ccc(F)cc1)N1C(=O)N2CCc3c([nH]c4ccccc34)[C@@]2(C)C1=O	20%	3%	?	-8%	10	-14%	-14%	-0.6
Cn1c(N)c(C(=O)COC(=O)COc2ccc(Br)cc2)c(=O)n(C)c1=O	3%	-10%	.	0%	3	7%	-2%	-0.5
CC(C)C[C@H]1CN(CCCC[C@H]2CNC(=O)C(=O)N2CCc2ccc(O)cc2)C(=O)C(=O)N1CCc1ccccc1	-5%	1%	13%	-1%	-4	-11%	-1%	0.7
Nc1ccn(C2CCCO2)c(=O)n1 (centres undefined)	-4%	-5%	.	-4%	0	1%	-11%	-0.2

Quoted from the entries so far, two compounds:
SMILES	Abeta rescue	WRN inhibitor	FUS suppressor	PLK1 PBD inh	PI5P4Ka inh	EPAC1 ag	EPAC1 antag	IL-2 act
CC(C)C[C@H]1CN(CCCC[C@H]2CNC(=O)C(=O)N2CCc2ccc(O)cc2)C(=O)C(=O)N1CCc1ccccc1	-5%	1%	13%	-1%	-4	-11%	-1%	0.7
Nc1ccn(C2CCCO2)c(=O)n1 (centres undefined)	-4%	-5%	.	-4%	0	1%	-11%	-0.2

(more compounds)
SMILES	Abeta rescue	WRN inhibitor	FUS suppressor	PLK1 PBD inh	PI5P4Ka inh	EPAC1 ag	EPAC1 antag	IL-2 act
O=c1cc(O)nc(SCc2ccccc2)[nH]1	9%	-7%	15%	-8%	?	0%	-5%	1.5
COc1ccccc1-c1c(C)[nH]n2c(=O)c(Cc3ccccc3)c(C)nc12	4%	1%	-23%	0%	2	6%	-6%	-0.1
O=C(c1ccc2c(c1)OCO2)N1CCC2(CC1)Oc1ccc(Cl)cc1C(=O)C21CC(c2cccnc2)=NO1 (centres undefined)	2%	-7%	?	-8%	0	3%	-12%	1.1
O=C(O)CN1C(=O)/C(=C\c2cccc(OCc3ccccc3F)c2)SC1=S	8.9µM*	-16%[57.1 µM]	-13%	30µM*	-1	6%	?	-0.2
CCc1nn(C(C)C(=O)NCCN2CCN(c3cccc(C)c3C)CC2)c(=O)c2cc3occc3n12 (centres undefined)	21%	-5%	29%	-5%	13	0%	-10%	0.4
COc1cccc(/C=N/NC(=S)Nc2cccnc2)c1	-3%	-7%	11%	-6%	4	6%	2%	-0.4
Cc1ccc(S(=O)(=O)N2[C@@H](c3ccc(F)cc3)C(C(=O)O)=CC[C@H]2c2cccs2)cc1	-8%	7%	25%	-6%	0	-4%	-2%	0.6
O=C(N/N=C/C1CC2C=CC1C2)c1ccccc1O (centres undefined)	-12%	-6%	-3%	-3%	2	-8%	?	-0.2
CN(C)c1oc(-c2ccc(OCc3ccccc3)cc2)nc1C#N	3%	0%	.	-2%	15	5%	-3%	-2.9
CCN(CC)CCC(c1ccc2c(c1)OCO2)c1c(OC)cc(OC)c2c(-c3ccccc3)cc(=O)oc12 (centres undefined)	5%	-1%	33%	-12%	0	6%	7%	-0.5
O=C(CS(=O)c1cccc(C(F)(F)F)c1)Nc1ccccc1Cl (centres undefined)	5%	8%	10%	-7%	1	1%	11%	-0.3
COc1ccc(C(=O)N/C(N)=N/c2nc3ccccc3o2)cc1	-12%	-15%	21%	-10%	-4	2%	-23%	-3.3
O=C(Nc1ccc2c(c1)OCCO2)C(C1CC1)n1c(=O)c(-c2ccco2)nc2ccccc21 (centres undefined)	4%	0%	29%	-9%	-19	-1%	8%	-0.9
CC(=O)n1nc(-c2ccccc2)nc1NCc1ccc(F)cc1	-9%	-7%	-2%	-5%	1	12%	2%	-3.7
Oc1ccc(C(=Nc2ccccc2)c2ccccc2)c(O)c1	-11%	0%	8%	-9%	1	7%	-19%	-1.0
N#CC1=C(S)N(c2ccccc2)C(c2cccs2)NC1=O (centres undefined)	1%	-2%	2%	?	.	-4%	8%	-1.0
CCc1cc2c(=O)c(-c3nc4ccccc4[nH]3)coc2c(CN2CCCCC2C)c1O (centres undefined)	-8%	-12%	41%	-8%	3	5%	-2%	1.3
CCN(CC)S(=O)(=O)c1ccc2nc(CCl)[nH]c2c1	15%	5%	34%	?	2	0%	-14%	-0.7
c1ccc2[nH]c(C3CC3)nc2c1	2%	1%	-23%	-5%	-2	8%	0%	0.1
CCOC(=O)c1[nH]c(C)c(C(=O)N2CCc3ccccc32)c1C	?	9%	-10%	-2%	4	3%	-8%	0.1
Clc1cccc(Nc2nc(-c3cccnc3)cs2)c1	-22%	-6%	-31%	9%	17	0%	-3%	-1.6
CCOc1ccccc1C(=O)Nc1nncs1	-20%	-17%	7%	-7%	.	9%	-1%	-1.7
O=c1c2ccccc2nc2n1C(CSc1ccc(Cl)cc1)CN2 (centres undefined)	-2%	6%	-10%	-5%	1	-2%	14%	-0.1
O=C(O)c1ccc(N/N=C/c2cc3ccccc3nc2Cl)cc1	.	-10%[11.6 µM]	?	-7%	-9	-6%	-9%	0.1
COc1cccc(CN(C)CCCn2cnc3c(SC)ncnc32)c1	-1%	-2%	-31%	-3%	3	-5%	-2%	-0.1
CCc1ccc(CNC(=O)CCn2ccc3cc(S(=O)(=O)N4CCCC4)ccc32)cc1	-6%	0%	30%	-8%	-1	-4%	-7%	-4.0
COc1ccc(NC2=NCC(=O)N2Cc2cccs2)cc1	-14%	-20%	?	1%	3	-2%	0%	-0.9
O=C(CSc1ccccn1)NCc1ccc2c(c1)OCO2	-6%	4%	8%	-1%	1	-6%	-6%	-3.5
OCC1(Cc2ccc(F)cc2)CCCN(CCCC(F)(F)F)C1 (centres undefined)	-6%	2%	-11%	-20%	6	7%	-13%	1.5
C=C(C)CSc1nnc(-c2cccc(S(=O)(=O)N(C)C)c2)n1-c1cc(OC)ccc1OC	11%	2%	21%	-1%	1	-1%	5%	-2.1
CC1(C)C(=O)N(OCc2ccccc2)C(C)(C)C(=O)N1OCc1ccccc1	10%	5%	.	-8%	-5	-10%	0%	-3.0
COc1ccc(C(C)(O)c2nc(-c3ccc(F)cc3OC)cs2)cc1 (centres undefined)	?	-7%	31%	-4%	6	-15%	-27%	-0.6
CCOC(=O)c1sc(C)c2c(=O)n(Cc3ccc(Cl)cc3)c(C)nc12	14%	-13%	18%	-4%	5	-9%	-20%	0.3
COc1cccc(C(CNC(=O)C(c2ccccc2)c2ccccc2)N(C)C)c1 (centres undefined)	13%	7%	16%	-10%	0	6%	-15%	10
Cc1ccc(C(c2ccc(C)o2)c2cccc([N+](=O)[O-])c2O)o1	17%	?	?	?	-56*	0%	-27%	8.7
CC(=O)c1ccc(S(=O)(=O)Nc2ccc(-n3c(C)nc4ccccc4c3=O)cc2)cc1	-3%	-16%	?	-9%	1	2%	-5%	-1.9
Nc1nc(SCC(=O)NCC2CCCO2)[nH]c(=O)c1NC(=O)c1ccc(F)c(F)c1 (centres undefined)	-11%	-14%	17%	-8%	-3	1%	14%	-0.6
O=C(c1cccc(S(=O)(=O)Nc2ccc(F)cc2)c1)N1CCCC1	-25%	14%	-10%	-5%	0	-12%	13%	0.8
O=S(=O)(NCCc1ccc2c(c1)OCCO2)c1cccs1	13%	-4%	26%	2%	.	9%	-1%	-1.7
Cc1cc(OCCn2cc(/C(N)=N/O)c3ccccc32)ccc1Cl	-23%	5%	-5%	-6%	.	?	-16%	-2.1
O=C(NN1C(=O)NC2(CCCCC2)C1=O)c1cc2cc(Cl)ccc2o1	-7%	2%	11%	4%	1	13%	10%	1.6
Cc1cc(C(=O)N/N=C/C=C/c2ccccc2)n[nH]1	-12%	-9%	14%	-2%	-7	0%	-14%	2.9

Given with values under each structure: part of the list above
Values in the order – Abeta rescue	WRN inhibitor	FUS suppressor	PLK1 PBD inh	PI5P4Ka inh	EPAC1 ag	EPAC1 antag	IL-2 act
O=C(CSc1ccccn1)NCc1ccc2c(c1)OCO2
→ -6%	4%	8%	-1%	1	-6%	-6%	-3.5
OCC1(Cc2ccc(F)cc2)CCCN(CCCC(F)(F)F)C1 (centres undefined)
→ -6%	2%	-11%	-20%	6	7%	-13%	1.5
C=C(C)CSc1nnc(-c2cccc(S(=O)(=O)N(C)C)c2)n1-c1cc(OC)ccc1OC
→ 11%	2%	21%	-1%	1	-1%	5%	-2.1

From PubChem BioAssay
